# Source: PubChem (The Scripps Research Institute Molecular Screening Center)
# TAAR1 agonist – human TAAR1 agonists, primary screen, Fluo-8 calcium fluorescence, CHO RD-HGA16 cells; Trace amine-associated receptor 1 (Homo sapiens), Q96RJ0; vehicle wells 0%, saturating PEA agonist 100%; activation, % at 3 µM; actives 0.99% (n = 360,000); AID 624467, 2012;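 active = activation above the mean activation of all test compounds in the run plus 3 SD, cut at about 38% in these data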
# Target sequence (Q96RJ0 whole entry, looked up): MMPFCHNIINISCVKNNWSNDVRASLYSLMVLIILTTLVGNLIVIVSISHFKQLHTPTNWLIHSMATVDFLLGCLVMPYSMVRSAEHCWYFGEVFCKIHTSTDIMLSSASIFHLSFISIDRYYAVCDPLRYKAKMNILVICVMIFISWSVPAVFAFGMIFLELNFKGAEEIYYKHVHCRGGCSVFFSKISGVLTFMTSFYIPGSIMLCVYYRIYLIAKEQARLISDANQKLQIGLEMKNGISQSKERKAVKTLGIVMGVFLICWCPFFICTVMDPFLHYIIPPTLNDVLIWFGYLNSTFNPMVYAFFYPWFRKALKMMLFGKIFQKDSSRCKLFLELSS
#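 Test system: RD-HGA16 (CHO) cells co-expressing Gα16 and hTAAR1 | Doses: Single dose, 3 µM | Schedule: 17-24 h seeding, 75 min 37 °C dye, 30 min RT | Evaluation: % activation from peak over basal fluorescence ratio, DMSO-to-PEA scaled | Technique: Kinetic Fluo-8 calcium fluorescence | Benchmarks: Low control DMSO, high control PEA (EC100)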
# OXTR ag – human OXTR agonists, primary screen, fluorescence, CHO-OTR cells, Fluo-8 calcium | Fluo-8 calcium fluorescence; normalized: DMSO 0%, oxytocin 100% | activation, % at 3 µM | actives 0.32% (n = 320,000) | AID 2435, 2010 | Oxytocin receptor (Homo sapiens), P30559;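 active = activation above the mean of all tested compounds plus 3 SD, cutoff set per screening run, cut at about 20% in these data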;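 also: peak over basal fluorescence ratio from a 100 s FLIPR kinetic read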
# Target sequence (P30559 whole entry, looked up): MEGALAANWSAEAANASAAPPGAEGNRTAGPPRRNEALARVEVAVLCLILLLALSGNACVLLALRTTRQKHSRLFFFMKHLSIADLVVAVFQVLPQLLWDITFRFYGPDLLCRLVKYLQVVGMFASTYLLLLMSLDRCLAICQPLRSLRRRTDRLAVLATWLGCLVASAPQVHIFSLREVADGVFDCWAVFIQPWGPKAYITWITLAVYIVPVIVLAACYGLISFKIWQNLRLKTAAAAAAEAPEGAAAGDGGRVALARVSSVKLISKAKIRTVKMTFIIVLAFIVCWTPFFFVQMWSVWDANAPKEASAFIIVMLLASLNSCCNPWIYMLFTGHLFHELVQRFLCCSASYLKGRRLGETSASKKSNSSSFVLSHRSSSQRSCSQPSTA
# OXTR potentiator – human OXTR potentiators, primary screen, fluorescence, CHO-OTR cells, Fluo-8 calcium. Oxytocin receptor (Homo sapiens), P30559. Fluo-8 calcium fluorescence, potentiator mode; 0% = oxytocin EC15, 100% = EC100. activation, % at 3 µM. actives 0.061% (n = 320,000);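 active = activation above that plate's cutoff, the mean activation of tested compounds plus 3 SD, cut at about 6.6% in these data, passing the limit was not always enough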;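 also: 100% uses oxytocin at 75 nM as the full agonist control; some results filed as inactive read as strong as hits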
#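 Dosing: Single dose, 3.0 µM nominal final compound concentration | Material: Human OTR in CHO cells | Technique: Kinetic Fluo-8 calcium fluorescence | Benchmarks: EC15 oxytocin alone as 0%, 75 nM oxytocin as 100% | Probe or stimulus: Oxytocin at about EC15, sub-maximal agonist stimulus | Incubation: Compound 6 min at room temperature before oxytocin, 100 s read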
# V1R ag counter – agonists of human V1a receptor, primary screen, counter-screen for OXTR agonist project, fluorescence, CHO-V1R cells | actives 0.25% (n = 320,000) | Fluo-8 calcium fluorescence, agonist mode; 0% DMSO, 100% 3 nM vasopressin | activation, % at 3 µM;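 active = activation above the mean activation of all tested compounds plus 3 SD, per screening run, cut at about 20% in these data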;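 also: signal is peak over basal fluorescence ratio across a 100 second FLIPR read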
# CHRM1 agonist – human M1 muscarinic receptor agonists, primary screen, Fluo-8 calcium fluorescence, CHO-K1 cells, HTS | AID 588814, 2011 | activation, % at 3 µM | actives 0.33% (n = 360,000) | CHO-K1 hM1, agonist mode; 0% DMSO, 100% acetylcholine EC100 | Muscarinic acetylcholine receptor M1 (Homo sapiens), P11229;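 active = activation above the run's mean compound activation plus 3 SD, cut at about 16% in these data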;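 also: peak over basal fluorescence ratio within a 140 s kinetic read after compound addition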
# CHRM1 antagonist – human M1 muscarinic receptor antagonists, primary screen, CHO-K1 cells, Fluo-8 calcium fluorescence, 1536-well. Muscarinic acetylcholine receptor M1 (Homo sapiens), P11229. CHO-K1 hM1, ACh EC80 antagonist. inhibition, % at 3 µM. actives 1.3% (n = 360,000). AID 588852, 2011;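 active = percent inhibition above its own plate's cutoff, namely the mean of that plate's compound wells plus 3 SD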;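 also: peak over basal fluorescence ratio during 140 s after agonist addition; 0% = ACh EC80 plus DMSO and 100% = DMSO alone without agonist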
# CHO parental Ca – ATP-evoked calcium signal inhibitors, parental CHO, primary screen, counter-screen for OX1R antagonist project, cell-based, fluorescence, Fluo-8 calcium dye. parental CHO-K1, ATP-induced calcium, Fluo-8 fluorescence. inhibition, % at 5.6 µM. actives 0.63% (n = 330,000);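 active = inhibition above that plate's mean sample inhibition plus 3 SD, cut at about 26% in these data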;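 also: 0% = ATP-challenged DMSO wells and 100% = DMSO wells without ATP; some compounds past the cut are filed as inactive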
#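 Test system: untransfected parental CHO cell line. Compound: one dose, 5.6 µM nominal. Detection: intracellular calcium via Fluo-8 no-wash fluorescent dye. Measure: % inhibition. Benchmarks: ATP-challenged DMSO wells low, unchallenged DMSO wells high.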
# TAAR1 antag – human TAAR1 antagonists, primary screen, Fluo-8 calcium fluorescence, CHO RD-HGA16 cells | antagonist | actives 1.5% (n = 360,000) | inhibition, % at 3 µM | Trace amine-associated receptor 1 (Homo sapiens), Q96RJ0;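 active = inhibition above a per-plate cutoff, the mean inhibition of test compounds on that plate plus 3 SD, cut at about 49% in these data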;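 also: 0% = DMSO plus EC80 beta-PEA response and 100% = DMSO alone without agonist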
#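 test system = CHO RD-HGA16 cells bearing hTAAR1 | replication = singlicate | controls = DMSO-only wells and EC80 β-PEA-stimulated wells | reagent = EC80 β-phenethylamine stimulus | read-out basis = percent inhibition of PEA-evoked calcium signal, max/basal emission ratio | schedule = seeding 17-24 h prior, 75-min 37 °C, 30-min RT dye loading | signal = kinetic Fluo-8 calcium fluorescence measurement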
# M1 PAM – human M1 muscarinic receptor positive allosteric modulators, primary screen, CHO-K1 cells, Fluo-8 calcium fluorescence, 1536-well; Muscarinic acetylcholine receptor M1 (Homo sapiens), P11229; actives 0.088% (n = 360,000); activation, % at 3 µM; AID 588819, 2011; CHO-K1 hM1, ACh EC20; 0% = ACh EC20, 100% = maximal ACh; in the data active = activation above about 19%, passing the limit was not always enough
# * = called active by the depositor; x = not tested or not shown.
SMILES,TAAR1 agonist,OXTR ag,OXTR potentiator,V1R ag counter,CHRM1 agonist,CHRM1 antagonist,CHO parental Ca,TAAR1 antag,M1 PAM
COc1ccc(CCN=C(C)C2=C(O)C(c3ccccc3)OC2=O)cc1OC (stereo not given),11,0.6,-1,6.4,-9,-8,-9,11,5
COc1ccc(-n2c(C)cc(C(=O)COC(=O)c3cc(NC(=O)c4cccs4)c(OC)c(OC)c3)c2C)cc1,0,0.0,-8,-0.1,-7,-1,-9,17,0
CNCCC1Sc2ccccc2Oc2ccccc21 (stereo not given),5,4.8,0,5.0,-14,-7,-13,23,-7
C=CCn1c(C)cc(C(=O)CSc2ccc(NC(C)=O)cc2)c1C,2,1.3,-12,2.9,0,-19,-14,1,3
Cc1nn(CCCC(=O)Nc2ccc(Br)cc2F)c(C)c1[N+](=O)[O-],-1,-1.3,-18,-0.4,-7,-2,8,48,3
COc1cc(C(=O)N[C@@H](C)C(=O)N2CCC3(CC2)NCCc2[nH]cnc23)cc(OC)c1OC,1,0.0,-4,0.4,-13,-12,8,-13,4
CNC(=O)C[C@@H]1C(=O)N(C2CCCCC2)CC1(C)C,-1,x,x,x,-1,-19,x,0,13
COc1ccccc1-c1ccc2c(c1)C(C)(Cc1ccc(Cl)cc1)C(=O)N2 (stereo not given),-1,x,x,x,-3,-13,x,0,4
Cc1[nH]oc(=O)c1N=Nc1c(Cl)cccc1Cl,3,0.0,-3,3.2,-3,4,-2,-17,-3
CCOc1ccc(-c2n[nH]c(C)c2Oc2ccccc2OC)c(O)c1,2,-2.2,-8,0.3,-1,-11,6,12,12
CCOc1ccc(NC(=O)c2ccc(NC(=O)COC(=O)Cc3ccc(OC)cc3)cc2)cc1,7,0.6,3,1.0,-6,-3,-8,14,6
C=CCN1C(=O)C(O)(CC(=O)c2ccc(-n3cccc3)cc2)c2ccccc21 (stereo not given),x,1.1,-3,0.9,-2,-3,-10,x,10
S=C(Nc1ccccc1)Nc1nc2ccccc2n1CCOc1ccccc1,8,-0.3,-7,-0.3,-4,9,-23,8,-2
CC(C)Cn1c(-c2cccs2)nc2ccccc21,9,-2.3,0,-0.9,-1,-11,-7,4,8
COCC(C)NC(=O)CSc1nc2ccccc2n1CCc1ccccc1 (stereo not given),9,-2.0,-12,-0.1,-12,-3,-13,-1,4
Cn1c(=O)c2cc(NC(=S)NC3CCCCC3)ccc2n1Cc1ccc(F)cc1,4,x,x,x,-4,-7,x,4,-3
CCN1C2=NCCCN2c2ccccc21,0,0.1,1,1.5,4,2,2,-6,-2
O=C(COC(=O)c1ccc(F)c(S(=O)(=O)N2CCOCC2)c1)c1ccc(Cl)cc1,3,11,-9,7.5,-3,6,4,13,-6
CC(C)(C)c1cc(OC(=O)c2ccccc2F)ccc1O,6,-1.8,-10,0.5,-8,-5,-15,-9,-1
COc1ccc(-c2cc(-c3cccs3)nc(OC)c2C#N)cc1OC,7,1.0,-9,-0.1,-10,-2,-24,19,0
COc1ccc(NC(=O)CCNC(=O)C2CCN(S(=O)(=O)c3ccccc3)CC2)cc1OC,0,x,x,x,-2,3,x,2,4
O=C(CNC(=O)c1cccc(F)c1)N/N=C/c1cc(Br)ccc1OC(=O)/C=C/c1ccco1,1,x,x,x,-5,-6,x,10,4
COc1ccc(NC(=O)CSc2nnc(-c3ccncc3)o2)c([N+](=O)[O-])c1,1,0.5,-7,0.5,0,1,-1,-13,3
CCCC1(C2CCCC2)NC(=O)NC1=O (stereo not given),1,x,x,x,-1,-3,x,-15,0
Cn1c(=O)c2c3c(sc2n2cnnc12)CCC3,-3,-0.5,-6,0.5,-3,-1,2,-5,3
O=C1c2ccccc2C(O)N1Cc1ccc2c(c1)OCO2 (stereo not given),6,0.6,-6,1.1,0,28*,0,-17,-11
CC1(C)NC(C)(C)/C(=C\c2cccs2)C(=O)C1=O,4,-1.1,-4,0.6,-4,-6,-6,-15,10
O=C(CSc1cn[nH]n1)Nc1ccccc1C(F)(F)F,8,0.8,-8,1.6,-6,0,3,6,1
O=C(Nc1nnc(-c2ccc(Cl)cc2)o1)Nc1ccccc1Cl,0,-2.2,-7,-0.3,-2,-8,4,-16,9
CN1C(C(=O)Nc2ccc(OC(F)(F)F)cc2)=CC(c2cccs2)=NS1(=O)=O,-1,-0.6,-10,2.1,-1,16,3,-35,-9
O=C(COC(=O)c1ccc(O)cc1)NC1CCCC1,3,0.2,-10,1.3,-6,-9,1,7,3
CCOC(=O)C1CCCN(S(=O)(=O)c2cc(OCC(N)=O)c(C)cc2Cl)C1 (stereo not given),2,0.3,-1,0.6,-2,8,-1,0,3
CCOC(=O)c1cnc2ccc(C)cc2c1Nc1ccc(N2CCOCC2)cc1,10,-1.5,-6,-0.8,-4,-1,-5,61*,-10
Cc1sc2nc(CN3CCOCC3)[nH]c(=O)c2c1-c1ccccc1,2,0.5,-2,1.4,-6,-14,-11,-1,11
COc1ccc2oc(C(=O)N(C)CCOc3ccc(Cl)cc3)c(C)c2c1,-1,1.0,-9,0.4,-3,5,-11,-17,-2
CCOC(=O)c1ccc(NC(=S)Nc2ccc(C)cc2)cc1,9,-0.7,-10,1.1,-4,-1,4,4,-6
Cn1c(SCC(=O)NNC(=S)Nc2ccccc2)nnc1-c1ccncc1,x,0.1,-10,1.3,x,x,-5,x,x
O=C(/C=N/O)NCCCN1CCOCC1,3,0.1,1,-0.2,-4,-9,-5,-13,6
O=C(CNC(=O)c1cccc(OC(F)F)c1)OCn1nnc2ccccc2c1=O,11,-0.5,-1,0.3,-9,-2,-17,-15,12
COc1ccc(-c2onc(C)c2-c2cscn2)c(O)c1,1,0.3,-17,1.0,-3,8,-4,-1,8
O=C(c1cc2nc(-c3ccco3)cc(C(F)(F)F)n2n1)N1CCN(Cc2ccccc2)CC1,8,-1.3,0,0.7,-2,-10,-16,10,1
COc1ccc(Nc2nc(-c3sc(NC(C)=O)nc3C)cs2)cc1,x,-1.1,-11,-0.8,x,x,-16,x,x
O=C(NCC(c1cccs1)N1CCc2ccccc21)c1ccccc1 (stereo not given),-1,-2.0,0,-0.5,-4,4,-30,-11,0
C=CCNC(=O)c1ccc(OC2CCN(S(=O)(=O)N(C)C)CC2)cc1,6,2.2,-16,1.9,0,9,3,-5,1
O=C(COc1ccc(Cl)cc1Cl)NNC(=S)Nc1ccc(F)cc1,x,12,-11,9.3,4,-2,-4,x,7
CCCN1C(=O)C2(SC(NC(C)=O)=NN2C(C)=O)c2cc(C)cc(C)c21 (stereo not given),3,-0.8,3,-0.5,2,-24,0,-14,19
O=C(CS(=O)(=O)c1ccc(F)cc1)NCc1ccccc1,1,-0.1,-4,1.7,-3,-3,-2,-4,0
CC(C)COC(=O)C(N)C(C(=O)OCC(C)C)c1ccccc1 (stereo not given),-2,-1.5,-22,-0.8,-3,1,-11,-7,2
O=C(NCc1ccc(F)cc1)C(=O)NCC1OCCN1C(=O)c1cccs1 (stereo not given),-1,-0.9,-2,-1.0,-8,-11,-2,7,0
COc1ccc(NC(=O)C2CCN(S(C)(=O)=O)CC2)c(OC)c1,0,1.0,0,0.8,0,-16,-3,-8,10
O=C(c1cc(-c2cccc(Cl)c2)on1)N1CCc2ccccc2C1,2,0.8,-13,0.5,1,-7,-10,-16,13
Cc1ccc(S(=O)(=O)N2CC(O)CC2C(=O)OCC(=O)c2ccccc2Cl)cc1C (stereo not given),4,1.6,-12,3.8,0,-2,-14,4,10
Cc1cc(-c2nnnn2-c2ccc(F)cc2)no1,3,-1.9,-9,5.0,-4,-16,-2,-45,13
CC(CCc1ccccc1)NC(=O)c1ccc(Cl)nc1 (stereo not given),8,-1.1,-3,-0.8,-3,2,-6,2,-3
O=S(=O)(c1ccccc1)N1CCC2(CC1)CO2,3,0.3,-1,0.7,-5,-6,-1,12,-2
CN(CCCNC(=O)CN1C(=O)CC(C)(C)S(=O)(=O)c2ccccc21)C1CCCCC1,9,2.3,5,0.7,-12,15,-5,-5,-10
COc1ccccc1CC(=O)O/N=C(\N)c1ccccn1,1,0.1,-1,0.3,-5,-7,11,7,-2
CC(O)(c1cccc(F)c1)c1nc(-c2cccc3cccnc23)cs1 (stereo not given),-1,x,x,x,-1,-21,x,-16,11
CC(C)(C)NC(=O)C1CC(=O)OC1(C)C (stereo not given),1,0.8,-1,0.8,-6,-10,-4,1,8
CC(C)=CCN1CCN(CCC2=C(C)CCCC2(C)C)CC1CCO (stereo not given),5,1.8,-8,2.6,-11,2,-17,-8,-14
# (listing goes on)
SMILES,TAAR1 agonist,OXTR ag,OXTR potentiator,V1R ag counter,CHRM1 agonist,CHRM1 antagonist,CHO parental Ca,TAAR1 antag,M1 PAM
CCc1ccc(Nc2ccc(C(=O)O)cc2[N+](=O)[O-])cc1,0,-0.7,-1,0.3,-7,9,-12,-8,-3
COc1ccc(-c2cc(C(F)(F)F)nc(N3CCOCC3)n2)cc1,22,0.0,0,-1.4,-6,-22,-21,-8,14
CCN(CC)S(=O)(=O)c1cccc(C(=O)N[C@H](C(=O)Nc2nc3ccc(F)cc3s2)C(C)C)c1,10,-0.9,-12,-1.4,-7,-3,-8,6,-6
Clc1ccccc1Nc1nnc(-c2ccncc2)s1,1,-1.9,-3,-0.6,-8,-11,-11,-18,6
O=C(/C=C/c1ccco1)N(Cc1ccccc1F)C1CCS(=O)(=O)C1 (stereo not given),-1,0.1,-7,0.2,-2,-17,-5,0,11

# Compounds were not picked by outcome (roughly 3.7% active in at least one column).
